Screening results: PubChem BioAssay, National Center for Advancing Translational Sciences (NCATS)
TDP1 cell noCPT = qHTS for Inhibitors of human tyrosyl-DNA phosphodiesterase 1 (TDP1): qHTS in cells in absence of CPT | AID 686978, 2013 | Potency, µM (top dose mostly 46.2 µM), without a hit: at the top dose activity change, negative = growth inhibition, usual class: inhibitors | DT40 Tdp1-/- hTDP1 cells, no CPT, ATP luminescence, 48 h | 420,000 compounds, 15% hits; note: nearly all actives have a fitted effect of over 55% in size
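Readout: luminescence from CellTiter-Glo after 30 min in the dark at RT. Cells: DT40 Tdp1-/- with stable hTDP1, 400/well. Exposure: compounds alone, ≥48 hr, 37 °C.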
GCN5L2 inh = blocks human GCN5L2 histone acetyltransferase | Q92830 | GCN5L2 HAT assay, ThioGlo1 CoA-SH fluorescence | Potency, µM (doses to about 58.9 µM), for inactives: at the top dose activity change, negative = inhibition, usual class: inhibitors | 390,000 compounds, 0.21% hits | AID 504327
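Enzyme at 20nM final was mixed with library compounds for 15 min at room temperature. Peptide H3(1-25) at 75uM, acetyl-CoA at 70uM and ThioGlo1 at 50uM were then added. Plates were read immediately and after 20 min (Ex340nm/Em540nm).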
TDP1 inh = TDP1 (human) enzyme inhibition. recombinant TDP1, AlphaScreen DNA substrate cleavage. Potency, µM (highest dose often 130 µM), inactives show at the highest dose activity change, negative = inhibition, most hits filed as inhibitors. 350,000 compounds, 0.28% hits; note: nearly all actives have a fitted effect of over 40% in size
Target sequence (Q9NUW8 whole entry, looked up): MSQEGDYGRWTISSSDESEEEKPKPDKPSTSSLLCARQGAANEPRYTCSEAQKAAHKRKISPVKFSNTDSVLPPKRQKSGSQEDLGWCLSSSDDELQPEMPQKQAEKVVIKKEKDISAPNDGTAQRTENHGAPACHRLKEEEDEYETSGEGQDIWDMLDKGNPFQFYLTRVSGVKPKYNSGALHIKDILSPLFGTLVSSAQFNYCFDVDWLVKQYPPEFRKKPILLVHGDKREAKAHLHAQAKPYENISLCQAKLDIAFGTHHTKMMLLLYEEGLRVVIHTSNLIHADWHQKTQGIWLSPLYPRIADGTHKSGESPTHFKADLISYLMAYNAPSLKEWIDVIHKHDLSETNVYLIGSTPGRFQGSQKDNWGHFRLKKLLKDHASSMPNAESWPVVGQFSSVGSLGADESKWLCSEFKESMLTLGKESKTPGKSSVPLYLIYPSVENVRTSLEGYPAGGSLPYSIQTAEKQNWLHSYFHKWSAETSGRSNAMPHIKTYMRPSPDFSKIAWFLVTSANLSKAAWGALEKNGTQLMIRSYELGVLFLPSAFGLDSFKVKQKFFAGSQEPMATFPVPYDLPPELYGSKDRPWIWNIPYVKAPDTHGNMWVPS
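AlphaScreen read-out: signal falls as enzyme removes the 3' tyrosine-FITC from a 5'-biotinylated DNA oligo (15 nM, 5 min, RT). Enzyme was E. coli-made recombinant Tdp1 at 1 nM, exposed to compound for 15 min beforehand; beads 10 ug/ml, 10 min.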
Starred values were filed as active, the others as inactive; [ ] = another dose, or the depositor's remark. Calls come from the whole dose curve; as a rule, active = well fitted curve in the direction sought with a large enough effect; inconclusive = small, poorly fitted or top-dose-only effect, or another doubt; inactive = no such curve, though single readings can be large; an effect the other way counts as inactive or inconclusive. % is set by controls: 0 for no effect and ±100 for the full control effect; potency is the fitted concentration of half-maximal effect. A portion of the library. The share of hits here may be higher or lower than overall.

Screening CCOc1ccccc1NC(=O)CC1Nc2ccccc2NC1=O (centres undefined) returned TDP1 cell noCPT inconclusive, GCN5L2 inh -7% and TDP1 inh -3%.
For Nc1nnnn1/N=C/c1ccc(F)cc1 the results were TDP1 cell noCPT 6% and GCN5L2 inh inconclusive.
For O=C(Nc1ccc(O)cc1)N1CCOCC1 the results were TDP1 cell noCPT 2% and GCN5L2 inh -14%.
COc1ccccc1NC(=O)CN(Cc1ccco1)C(=O)c1cccs1 was read as TDP1 cell noCPT -14%, GCN5L2 inh -5% and TDP1 inh 2%.
Screening CCC1(c2ccc(F)cc2)NC(=O)N(CC(=O)N(C)C2CCS(=O)(=O)C2)C1=O (centres undefined) returned TDP1 cell noCPT -18% and GCN5L2 inh -4%.
For Cc1csc(=O)n1CCC(=O)OC(C)C(=O)Nc1ccc(N2CCOCC2)cc1 (centres undefined) the results were TDP1 cell noCPT -1%, GCN5L2 inh 3% and TDP1 inh 0%.
For COc1cc(C(=O)NNC(=S)NC(=O)c2ccc3c(c2)OCO3)cc(OC)c1OC the results were TDP1 cell noCPT inconclusive, GCN5L2 inh -1% and TDP1 inh 4%.
For Clc1cccc(C2Nc3cccc4cccc(c34)N2)c1 the results were TDP1 cell noCPT 10µM*, GCN5L2 inh -24% and TDP1 inh 9%.
O=C1C[C@@H](c2ccc(O)cc2)Oc2cc(O[C@@H]3O[C@H](CO)[C@@H](O)[C@H](O)[C@H]3O)cc(O)c21 was read as GCN5L2 inh 0% and TDP1 inh 8%.
Screening CCOCc1nnc(NC(=O)C2CC(=O)N(CCc3ccc(F)cc3)C2)s1 (centres undefined) returned TDP1 cell noCPT -13%, GCN5L2 inh -1% and TDP1 inh -4%.
O=C(Cc1c(F)cccc1Cl)Nc1ccc(-n2cnnn2)cc1 was read as TDP1 cell noCPT -10%, GCN5L2 inh -7% and TDP1 inh 3%.
For CCOC(CNC(=O)c1cc(C)nn1-c1ccccc1)OCC the results were TDP1 cell noCPT 0%, GCN5L2 inh -19% and TDP1 inh -4%.
Screening COC(=O)Cn1cnc2c(cnn2-c2ccc(OC)cc2)c1=O returned TDP1 cell noCPT -4%, GCN5L2 inh 2% and TDP1 inh 0%.
For Cc1ccc(S(=O)(=O)Nc2cc(C(F)(F)F)ccc2N2CCOCC2)cc1C the results were TDP1 cell noCPT inconclusive, GCN5L2 inh -12% and TDP1 inh -2%.
`c1cc(-c2noc(CC3CCCCC3)n2)ccn1` gave TDP1 cell noCPT inconclusive, GCN5L2 inh -2% and TDP1 inh 2%.
`CN(C)C(=O)c1cc(Cl)ccc1Sc1cc(Cl)ccc1Cl` gave TDP1 cell noCPT inconclusive, GCN5L2 inh 3% and TDP1 inh -2%.
Cc1cccc(N2CCN(c3ncnc4c3c(-c3ccccc3)cn4-c3ccccc3)CC2C)c1 (centres undefined) was read as TDP1 cell noCPT inconclusive, GCN5L2 inh -4% and TDP1 inh 5%.
Screening CC(=O)Nc1nc(C)c(Oc2cccc(C(F)(F)F)c2)c(=O)[nH]1 returned TDP1 cell noCPT -12%, GCN5L2 inh -5% and TDP1 inh -8%.
For O=C(CN1CCN(C2CCCCC2)CC1)Nc1ccccc1N1CCCCC1 the results were TDP1 cell noCPT 22µM*, GCN5L2 inh 0% and TDP1 inh 4%.
Screening N#Cc1cc(-c2ccccc2)oc1NC(=O)c1ccccc1 returned TDP1 cell noCPT inconclusive and TDP1 inh 4%.
`FC(F)(F)c1ccccc1CNCc1ccc2c(c1)OCO2` gave TDP1 cell noCPT -13% and GCN5L2 inh -7%.
For CCOc1ccccc1N(CC(=O)OC)S(=O)(=O)c1ccccc1 the results were TDP1 cell noCPT -26%, GCN5L2 inh -6% and TDP1 inh 6%.
Cc1nn(-c2ccccc2)c(N)c1Sc1ccccc1[N+](=O)[O-] was read as TDP1 cell noCPT 16µM*, GCN5L2 inh -8% and TDP1 inh 5%.
CC(=O)Nc1ccc(NC(=O)CN(c2cccc(C)c2)S(C)(=O)=O)cc1 was read as TDP1 cell noCPT -12%, GCN5L2 inh 0% and TDP1 inh 0%.
`CCN(CC)c1nc2c(S(=O)(=O)c3cccc(Cl)c3)nnn2c2ccsc12` gave TDP1 cell noCPT 21µM*, GCN5L2 inh -15% and TDP1 inh -3%.
COc1ccc(CC2(C)OC(c3ccc(C)cc3)=NN2C(C)=O)cc1 (centres undefined) was read as TDP1 cell noCPT inconclusive, GCN5L2 inh -4% and TDP1 inh 1%.
CC(C)Oc1cc(NC(=O)CS(=O)CC(=O)Nc2cccc(C(F)(F)F)c2)c(Cl)cc1Cl (centres undefined) was read as TDP1 cell noCPT 16µM*, GCN5L2 inh -27% and TDP1 inh 3%.
For Cc1noc(C)c1COC(=O)c1ccc(S(=O)(=O)N2CCCCC2)cc1 the results were TDP1 cell noCPT -11%, GCN5L2 inh -4% and TDP1 inh 3%.
For COc1ccc2c(c1)c1c(c(=O)n(CCc3ccccc3)c(=O)n1Cc1cccc(C)c1)n2C the results were TDP1 cell noCPT -22%, GCN5L2 inh 2% and TDP1 inh 0%.
Screening COC(=O)c1ccccc1NC(=O)c1cc(-c2ccccc2O)no1 returned TDP1 cell noCPT -23%, GCN5L2 inh -15% and TDP1 inh 5%.
For COc1cccc(CNC(=O)c2[nH]c3cc(C)ccc3c2Sc2ccccc2)c1 the results were TDP1 cell noCPT 15µM*, GCN5L2 inh -6% and TDP1 inh 11%.
O=C(CC1CCCC1)N1CCCC(Nc2ccc(F)cc2)C1 (centres undefined) was read as TDP1 cell noCPT -25%, GCN5L2 inh -18% and TDP1 inh 1%.
For O=C(/C=C/c1ccccc1[N+](=O)[O-])OC1CCCCC1=O (centres undefined) the results were TDP1 cell noCPT 11%, GCN5L2 inh -2% and TDP1 inh 6%.
Screening CCN(C(=O)CSc1nc(-c2cccs2)nc2ccccc12)C1CCS(=O)(=O)C1 (centres undefined) returned TDP1 cell noCPT inconclusive, GCN5L2 inh -1% and TDP1 inh 0%[56.1 µM].
Screening CCN(C(=S)Nc1cccc(C)c1)c1ccccc1 returned TDP1 cell noCPT inconclusive, GCN5L2 inh 13% and TDP1 inh 2%.
C[C@H]1CN=C(Nc2ccccc2)N1CCC1CCCCC1 was read as TDP1 cell noCPT inconclusive and GCN5L2 inh -4%.
COc1ccc(-c2noc(CCCC(=O)N3CCOCC3)n2)cc1 was read as TDP1 cell noCPT inconclusive, GCN5L2 inh -1% and TDP1 inh 4%.
Screening CC1(O)N(Cc2ccccc2)C(=O)OC12CCCCC2 (centres undefined) returned TDP1 cell noCPT -12%, GCN5L2 inh 1% and TDP1 inh 0%.
`O=C1CCCN1c1ccc(S(=O)(=O)N2CCN(c3ccccc3)CC2)cc1` gave TDP1 cell noCPT -18%, GCN5L2 inh 4% and TDP1 inh 4%.
CCOc1ccccc1NC(=O)CN(c1ccc(C)cc1)S(=O)(=O)c1c(C)noc1C was read as TDP1 cell noCPT inconclusive, GCN5L2 inh -10% and TDP1 inh 0%.

Sorted by molecular weight (smallest number first): part of the list above.
Screening CC1(O)N(Cc2ccccc2)C(=O)OC12CCCCC2 (centres undefined) returned TDP1 cell noCPT -12%, GCN5L2 inh 1% and TDP1 inh 0%.
Screening N#Cc1cc(-c2ccccc2)oc1NC(=O)c1ccccc1 returned TDP1 cell noCPT inconclusive and TDP1 inh 4%.
Screening CC(=O)Nc1nc(C)c(Oc2cccc(C(F)(F)F)c2)c(=O)[nH]1 returned TDP1 cell noCPT -12%, GCN5L2 inh -5% and TDP1 inh -8%.
Screening COC(=O)c1ccccc1NC(=O)c1cc(-c2ccccc2O)no1 returned TDP1 cell noCPT -23%, GCN5L2 inh -15% and TDP1 inh 5%.
COc1ccccc1NC(=O)CN(Cc1ccco1)C(=O)c1cccs1 was read as TDP1 cell noCPT -14%, GCN5L2 inh -5% and TDP1 inh 2%.
Screening CCOCc1nnc(NC(=O)C2CC(=O)N(CCc3ccc(F)cc3)C2)s1 (centres undefined) returned TDP1 cell noCPT -13%, GCN5L2 inh -1% and TDP1 inh -4%.
For COc1cccc(CNC(=O)c2[nH]c3cc(C)ccc3c2Sc2ccccc2)c1 the results were TDP1 cell noCPT 15µM*, GCN5L2 inh -6% and TDP1 inh 11%.
For Cc1ccc(S(=O)(=O)Nc2cc(C(F)(F)F)ccc2N2CCOCC2)cc1C the results were TDP1 cell noCPT inconclusive, GCN5L2 inh -12% and TDP1 inh -2%.
CCOc1ccccc1NC(=O)CN(c1ccc(C)cc1)S(=O)(=O)c1c(C)noc1C was read as TDP1 cell noCPT inconclusive, GCN5L2 inh -10% and TDP1 inh 0%.
Screening CCN(C(=O)CSc1nc(-c2cccs2)nc2ccccc12)C1CCS(=O)(=O)C1 (centres undefined) returned TDP1 cell noCPT inconclusive, GCN5L2 inh -1% and TDP1 inh 0%[56.1 µM].
Cc1cccc(N2CCN(c3ncnc4c3c(-c3ccccc3)cn4-c3ccccc3)CC2C)c1 (centres undefined) was read as TDP1 cell noCPT inconclusive, GCN5L2 inh -4% and TDP1 inh 5%.

(further entries)
CCC1CCCCN1C(=O)CSc1nc(N)c(NC(=O)c2ccc(OC)c(OC)c2)c(=O)[nH]1 (centres undefined) was read as TDP1 cell noCPT 16%, GCN5L2 inh 2% and TDP1 inh -2%.
Screening CCC(=O)Nc1c(-c2ccccc2)c(=O)c2ccccc2n1C returned TDP1 cell noCPT -6%, GCN5L2 inh -6% and TDP1 inh 3%.
CC(=O)C1[C@H](N(C)C)CC2C3CC=C4CC(O)CC[C@]4(C)C3CC[C@@]21C (some centres undefined) was read as TDP1 cell noCPT 24% and GCN5L2 inh -1%.
C=C(C)Cn1c(NCCC)nc2c1c(=O)n(C)c(=O)n2C was read as TDP1 cell noCPT inconclusive and GCN5L2 inh -8%.
`CC(=O)Oc1ccc(C(=O)[C@H]2[C@H]3C(=O)N(c4cccc5ccccc45)C(=O)[C@H]3[C@@H]3C=CC=NN32)cc1` gave TDP1 cell noCPT inconclusive, GCN5L2 inh -8% and TDP1 inh 11%.
Screening FC(F)(F)c1cc(-c2ccco2)nc(-n2nnc3ccccc32)n1 returned TDP1 cell noCPT -18%, GCN5L2 inh -29% and TDP1 inh 6%.
`COc1ccc(OC)c(NC(=O)COC(=O)Cn2nnc(-c3ccccc3)n2)c1` gave TDP1 cell noCPT 11%, GCN5L2 inh -14% and TDP1 inh 1%.
For CCOC(=O)c1c(NC(=O)C2CCCO2)sc(C(=O)OC(C)(C)C)c1C (centres undefined) the results were TDP1 cell noCPT inconclusive, GCN5L2 inh 2% and TDP1 inh -2%.
`O=C1CCC/C1=C\Nc1ccc(Cl)c([N+](=O)[O-])c1` gave TDP1 cell noCPT inconclusive and GCN5L2 inh -7%.
CCCn1c2ccccc2c2cnn(CC(=O)NCCCN3CCN(c4ccccc4)CC3)c(=O)c21 was read as TDP1 cell noCPT 21µM*, GCN5L2 inh -2% and TDP1 inh 5%.
For COc1ccc(NC(=O)CN(c2ccccc2C)S(C)(=O)=O)c(OC)c1 the results were TDP1 cell noCPT 16% and GCN5L2 inh 3%.
Cc1cc(Cl)ccc1NC(=S)NCc1cccs1 was read as TDP1 cell noCPT inconclusive, GCN5L2 inh 1% and TDP1 inh 7%.
Screening Nc1[nH]nc2nc3ccccc3nc12 returned TDP1 cell noCPT inconclusive, GCN5L2 inh -19% and TDP1 inh 7%.
`COc1ccc(/C=N/NC(=O)c2nn(C)cc2Br)cc1CSCc1ccco1` gave TDP1 cell noCPT inconclusive, GCN5L2 inh -23% and TDP1 inh 7%.
`COc1cc(/C=N/NC(=O)c2sc(N)c(C#N)c2C)cc(Br)c1O` gave TDP1 cell noCPT inconclusive, GCN5L2 inh 19% and TDP1 inh 5%.
CCC(=O)N1CCc2cc(S(=O)(=O)CCC(=O)NC(C)CC)ccc21 (centres undefined) was read as TDP1 cell noCPT 21%, GCN5L2 inh -3% and TDP1 inh 2%.
For Cc1c(CNC(C)c2ccccc2)c(C(=O)O)c(C)n1Cc1c(F)cccc1Cl (centres undefined) the results were TDP1 cell noCPT inconclusive, GCN5L2 inh -8% and TDP1 inh 5%.
Screening CCCCCOC(=O)Cc1c(O)c2ccccc2[nH]c1=O returned TDP1 cell noCPT -4%, GCN5L2 inh -1% and TDP1 inh -2%.
`COc1ccccc1NC(=S)NNC(=O)c1ccc(O)cc1` gave TDP1 cell noCPT 4%, GCN5L2 inh -2% and TDP1 inh 2%.
`CCOC(=O)N1CCC2(CC1)C(C#N)=C(N)OC1=C2C(=O)CCC1` gave TDP1 cell noCPT 9%, GCN5L2 inh 8% and TDP1 inh -6%.
`CCOc1ccc(CNC(=O)CCCC(=O)n2nc(C)c3ccccc32)cc1` gave TDP1 cell noCPT 16%, GCN5L2 inh -2% and TDP1 inh 1%.
